From PubChem
Rad51 HR inh – Rad51 (human) homologous recombination inhibition; Q06609; hRad51 DNA strand exchange, fluorescence dequenching; inhibition, % at 10 µM; 0.085% of 200,000 active; AID 1385;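 active means inhibition above 40% at the single screening dose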;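 further: 0% = DMSO control wells and 100% = blanks with heterologous ssDNA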
Target sequence (Q06609 whole entry, looked up): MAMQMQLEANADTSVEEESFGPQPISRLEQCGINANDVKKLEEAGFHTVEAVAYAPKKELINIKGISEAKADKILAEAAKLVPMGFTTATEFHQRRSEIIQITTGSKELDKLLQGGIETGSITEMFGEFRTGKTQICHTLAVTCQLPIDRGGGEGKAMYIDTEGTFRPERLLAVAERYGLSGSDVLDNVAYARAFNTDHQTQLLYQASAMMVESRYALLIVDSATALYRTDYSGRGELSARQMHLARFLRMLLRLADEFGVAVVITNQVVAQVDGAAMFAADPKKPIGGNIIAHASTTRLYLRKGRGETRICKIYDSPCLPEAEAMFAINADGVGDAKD
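material = hRad51 filaments on single-stranded DNA | reagent = Donor/quencher-labelled 47-bp dsDNA substrate | compound = 10 µM final, single point | schedule = strand-exchange reaction 15 min at room temperature | measured by = fluorescein emission 520 nm, excitation 485 nm | read-out basis = % inhibition versus plate control and blank means | benchmarks = plate controls and plate blanks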
Furin inhibitor – human furin inhibition | P09958 | inhibition, % at 30 µM | purified furin, fluorogenic substrate cleavage | AID 463115 | 0.061% of 220,000 active; in the data active means inhibition above about 25%; further: inactives centre near -15
Target sequence (P09958 108-714 limits assumed): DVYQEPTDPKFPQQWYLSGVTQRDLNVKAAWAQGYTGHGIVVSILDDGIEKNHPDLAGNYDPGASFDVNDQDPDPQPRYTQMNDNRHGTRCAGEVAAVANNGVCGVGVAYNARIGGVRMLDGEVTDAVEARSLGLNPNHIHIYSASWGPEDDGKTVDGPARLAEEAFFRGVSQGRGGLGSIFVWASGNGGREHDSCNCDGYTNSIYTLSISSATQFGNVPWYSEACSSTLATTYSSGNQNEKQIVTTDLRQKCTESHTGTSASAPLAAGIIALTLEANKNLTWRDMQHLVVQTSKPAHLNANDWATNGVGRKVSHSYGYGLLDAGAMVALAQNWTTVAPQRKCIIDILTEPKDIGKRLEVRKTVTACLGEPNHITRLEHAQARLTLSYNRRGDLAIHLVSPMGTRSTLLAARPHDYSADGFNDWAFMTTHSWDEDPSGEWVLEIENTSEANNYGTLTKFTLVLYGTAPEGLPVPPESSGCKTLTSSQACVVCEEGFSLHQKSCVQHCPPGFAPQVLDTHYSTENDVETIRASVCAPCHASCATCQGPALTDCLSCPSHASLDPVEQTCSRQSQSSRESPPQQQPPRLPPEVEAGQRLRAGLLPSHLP
14-3-3 Bad inh – disrupts binding of bovine 14-3-3 zeta to phospho-Bad peptide. P63103. TR-FRET 14-3-3zeta/Dy647-pBad peptide displacement, 1 h. inhibition, % at 21.7 µM. 0.71% of 220,000 active;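 active means inhibition above about 70%, limit read from the data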;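 further: 0% = full 14-3-3 plus peptide FRET controls and 100% = background without 14-3-3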
thrombin 1536 – inhibitors of human thrombin; P00734; alpha-thrombin, Boc-VPR-AMC fluorogenic substrate cleavage; inhibition, % at 5 µM; 0.26% of 220,000 active;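 active means inhibition at or above 40%; inactive means inhibition below 40%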;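 further: 0% = enzyme with no compound and 100% = wells without enzyme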
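System: human alpha-thrombin protein; Compound dosing: one concentration per compound, 5 µM, with 0.2% DMSO; Timing: reaction at room temperature; Technique: AMC fluorescence, 355/460 nm; Controls: enzyme without compound as high, wells lacking enzyme as low.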
p47phox inh – p47phox (human) inhibition; P14598; p47phox/p22phox peptide binding, fluorescence polarization, 2 h; inhibition, % at 24.7 µM; 0.53% of 220,000 active; AID 1274;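 further: 0% = p47phox with labelled peptide and 100% = labelled peptide alone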
eIF4E 4G PPI – inhibitors of eIF4E and eIF4G interaction in translation initiation; TR-FRET eIF4E-eIF4GI(517-606) binding, 2 h; inhibition, % at 21.7 µM; 0.37% of 220,000 active; P63073+Q04637;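 further: 0% = full FRET control wells and 100% = background wells lacking eIF4GI fragment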
hK5 inh – kallikrein 5 (human) inhibition; Q9Y337; recombinant hK5, fluorogenic AMC substrate cleavage; inhibition, % at 5 µM; 0.59% of 210,000 active; AID 873;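 active means inhibition of 40% or more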;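 further: 0% = enzyme controls without compound and 100% = no-enzyme blanks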
Cl transport mod – modulates chloride dependent transport by human KCC2; 2.2% of 190,000 active; B-score of Tl+ flux slope (higher = more flux/activation; lower = inhibition) at 10 µM; KCC2 cells, thallium flux FluoZin-2 fluorescence; AID 1456; Q9H2X9;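 active means thallium flux slope and its plate-corrected score both differing from the plate sample mean at a set confidence after two filtering rounds, in either direction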;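 further: slope of fluorescence scaled to starting intensity during 10 to 20 s after thallium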
EBV gp42 block – EBV gp42 inhibition. Fluorescence polarization binding assay, mP read-out. Q1HVG2. inhibition, % (tested at 21.74 µM). 0.42% of 220,000 active; in the data active means inhibition above about 50%
Numbers without * were called inactive; . = no result given; [ ] = dose if it differs, or a comment.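 How the source made its calls, unless noted: active means inhibition above about 30% (limit read from the data); inactive means the rest.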

Below each SMILES – Rad51 HR inh | Furin inhibitor | 14-3-3 Bad inh | thrombin 1536 | p47phox inh | eIF4E 4G PPI | hK5 inh | Cl transport mod | EBV gp42 block
O=C(O)c1cc2ccc3ccccc3c2[nH]1
→ -1 | -9[20 µM] | -7 | 2 | -13 | -4 | -9 | . | -9
Nc1nc(NCCCN2CCOCC2)nc(Nc2ccccc2)c1[N+](=O)[O-]
→ 3 | 0 | -2 | -6 | -7 | 2 | -4 | 0.098 | -1
O=C(CCCOc1ccccc1)Nc1nc2ccccc2[nH]1
→ 11 | -18 | 6 | -5 | -1 | -5 | -3 | -0.13 | -2
CC(=O)c1ccc(N2CCN(C(=O)C3CCCN(S(=O)(=O)c4c(C)[nH]c(=O)[nH]c4=O)C3)CC2)cc1 (centres undefined)
→ 19 | -14 | -14 | 9 | 6 | -6 | -4 | -0.011 | 10
O=C(O)c1[nH]c2ccccc2c1C=NCc1ccccc1Cl
→ -5 | -19 | -7 | -5 | 0 | 5 | 5 | . | -12
O=C(O)C1CCN(S(=O)(=O)c2cccnc2)CC1
→ 2 | -18 | -3 | 2 | -11 | 5[fluorescence artefact?] | 1 | 0.54 | 13
O=S(=O)(Nc1cccnc1)c1ccc(Cl)cc1
→ 5 | -9[20 µM] | 1 | -1 | -4 | 4 | -8 | . | -13
CC1(Br)C2CCCC1C2S(=O)(=O)c1ccccc1 (centres undefined)
→ -7 | -23 | -1[fluorescence artefact?] | -4 | 1 | 1 | 4 | 0.035 | -10
CCO[C@@H]1OC(C(=O)NC2CC2)=C[C@H](c2ccc3c(c2)OCO3)[C@H]1CCCO
→ -3 | -16 | -2 | -6 | -2 | 0 | 1 | -0.1 | -15
COc1cccc(-c2cc(C(=O)Nn3cnnc3)c3ccccc3n2)c1
→ -3 | -2 | 2 | 3 | -14 | 3 | 0 | 2 | 6
Cn1c2ccccc2c2c(C(=O)NCc3ccco3)cn(C3CCCCC3)c(=O)c21
→ 3 | 6[20 µM] | . | 3 | -4 | . | -3 | . | -1
CC1(C)SC(=S)N(/N=C/c2cccnc2)C1N(O)C(=O)NC1CCCCC1 (centres undefined)
→ -8 | -17 | 6 | -2 | -12 | -10 | 0 | 1.7 | 3
Cc1nc(C)c(C(=O)NNC(=O)c2ccc(Br)cc2)s1
→ -5 | -22 | -2 | -3 | -3 | -1 | -9 | -0.15 | -17
Cc1occc1C(=O)NNC(=O)NC12CC3CC(CC(C3)C1)C2
→ . | -9[20 µM] | -6 | -2 | 36* | -5 | -6 | 0.055 | -14
CCC1ON(c2ccccc2)C2c3nc4ccccc4n3CC12 (centres undefined)
→ 10 | -36 | -2 | 4 | -5 | 0 | 4 | 0.71 | -9

Three compounds from above, ordered by length of the SMILES, rising.
Below each SMILES – Rad51 HR inh | Furin inhibitor | 14-3-3 Bad inh | thrombin 1536 | p47phox inh | eIF4E 4G PPI | hK5 inh | Cl transport mod | EBV gp42 block
O=C(O)C1CCN(S(=O)(=O)c2cccnc2)CC1
→ 2 | -18 | -3 | 2 | -11 | 5[fluorescence artefact?] | 1 | 0.54 | 13
O=C(CCCOc1ccccc1)Nc1nc2ccccc2[nH]1
→ 11 | -18 | 6 | -5 | -1 | -5 | -3 | -0.13 | -2
CCO[C@@H]1OC(C(=O)NC2CC2)=C[C@H](c2ccc3c(c2)OCO3)[C@H]1CCCO
→ -3 | -16 | -2 | -6 | -2 | 0 | 1 | -0.1 | -15

Next section:
Below each SMILES – Rad51 HR inh | Furin inhibitor | 14-3-3 Bad inh | thrombin 1536 | p47phox inh | eIF4E 4G PPI | hK5 inh | Cl transport mod | EBV gp42 block
Nc1ccc(NS(=O)(=O)c2ccccc2)cc1
→ 12 | -24 | -4 | -5 | 4 | 1 | 1 | 1.1 | -3
Cc1nn(CC(=O)NCc2ccc(-n3cccn3)cc2)c(C)c1[N+](=O)[O-]
→ . | -6 | -1 | 0 | 4 | 3 | -16 | -0.38 | -7
COc1ccc(-c2nnn(CC(=O)N(CC(=O)NCCC(C)C)Cc3cccs3)n2)cc1OC
→ -2 | -28 | -1[fluorescence artefact?] | 1 | -1 | 0 | -1 | -1.2 | -4
CCN(CC)S(=O)(=O)c1ccc(OC(C)C)c(NC(=O)c2c3c(nc4ccccc24)CCN(Cc2ccccc2)C3)c1
→ -14 | -21 | 19[fluorescence artefact?] | -10 | -31 | 1 | -10 | -0.33 | -31
CC1(C)C(=O)Nc2ccccc2N1C(=O)COC(=O)c1ccc(Cl)c(S(=O)(=O)NCc2ccccc2)c1
→ -7 | -6[20 µM] | -10 | -1 | -41 | -18 | -6 | . | -23
C#CCn1c(=NC(=O)c2cccs2)sc2cccc(OC)c21
→ . | -4 | 12 | -10 | -29 | 5 | 3 | -2.1 | 18
COC(=O)C1C2C=CC3(CN(CC4CCCO4)C(=O)C13)O2 (centres undefined)
→ -2 | -17[20 µM] | -12 | 1 | 10 | 1 | -1 | -0.28 | 2
O=C1OCCC1Sc1nc2ccccc2[nH]1 (centres undefined)
→ -8 | -15 | -5[fluorescence artefact?] | -3 | -2 | 3 | -4 | 0.06 | -17
COc1ccc(N2CCN(C(=O)c3cccc(F)c3)CC2)c([N+](=O)[O-])c1
→ -20 | -15 | -3 | -14 | -1 | 3 | -1 | -0.25 | -1
Cc1c(NC(=O)C(C)OC(=O)CC2Sc3ccccc3NC2=O)c(=O)n(-c2ccccc2)n1C (centres undefined)
→ 3 | -6 | 12[fluorescence artefact?] | -8 | 3 | -2[fluorescence artefact?] | -7 | . | 5
Cc1cc(C)n(CC(O)CN(c2cccc([N+](=O)[O-])c2)S(=O)(=O)c2ccccc2)n1 (centres undefined)
→ 2 | -3 | 15 | 24 | -2 | 0 | . | -1.4 | -12
Cc1ccc(Cl)cc1NC(=S)N(Cc1cccs1)C1CCCC1
→ 0 | -20 | -10 | -2 | 7 | 1 | 1 | 0.82 | 4
CCOc1ccc(OCc2ccc(C(=O)NCc3cccnc3)o2)cc1
→ 0 | -21[20 µM] | -9[fluorescence artefact?] | 1 | -2 | -2[fluorescence artefact?] | 10 | 0.041 | 1
CC(C)(C)NC(=O)c1sccc1C(=O)O
→ -3 | -20 | 77* | -1 | -14 | 4 | -2 | -0.72 | 100*
COc1ccccc1NC(=O)c1ccc(NC(=O)Cc2n[nH]c(=O)c3ccccc23)cc1
→ 2 | -6 | -3 | 1 | -24 | -2 | 0 | -0.95 | -4
COc1ccc(NC(=O)CNc2cccc(C#N)c2)cc1Cl
→ -9 | -10 | 9[fluorescence artefact?] | 0 | -13 | -5[fluorescence artefact?] | 3 | . | -17
CON1C(=O)C(=O)N(OC)C2CCCCCC21 (centres undefined)
→ 1 | -25 | -9[fluorescence artefact?] | -9 | -7 | -3 | -7 | 0 | -7
CC1CCN(C(=O)C2(NC(=O)Nc3cccc(F)c3)CCCCC2)CC1
→ 2 | -20[20 µM] | -7 | 0 | -18 | 1 | -7 | -0.88 | -5
COc1ccccc1-c1cc(C(=O)NN)[nH]n1
→ -21 | -11 | 1 | -4 | -1 | 3 | -1 | 1.4 | -12
O=C(O)CSc1nnc2c(n1)[nH]c1ccccc12
→ -2 | -19 | -1 | -21 | 0 | -3 | 1 | 0.28 | -11
O=C(/C=C/Nc1ccccc1F)c1cccs1
→ -5 | -13 | -5 | -5 | -5 | 10 | -10 | -1.9 | -20
C/C(=N\NC(=O)c1cccc(S(=O)(=O)N2CCCCC2)c1)c1ccc(C)o1
→ -1 | -15 | -11 | -8 | -7 | 1 | -6 | 1.3 | -9
CCOc1cc(C)c(Cl)cc1S(=O)(=O)n1nnc2ccccc21
→ -8 | 7[20 µM] | 5 | -6 | 1 | 0 | -3 | 0.033 | 7
Cn1cc(CN(Cc2ccccc2)C[C@@H]2CCC(=O)N2)c(-c2ccccc2F)n1
→ 8 | -12 | -5 | -6 | 0 | -2 | 3 | -1.4 | 1
CCC(=O)Nc1ccc(C(=O)Nc2cccc(C)n2)cc1
→ 9 | -36 | -8 | -8 | -9 | 1 | 1 | 0.45 | -22
O=C(Cn1cnc2sc(-c3ccccc3)cc2c1=O)NCc1ccco1
→ -8 | -16[20 µM] | 8 | -3 | -9 | 0 | -2 | . | 33
CC1=C(C(=O)Nc2cccc(F)c2)C(c2ccsc2)C2=C(CC(C)(C)CC2=O)N1 (centres undefined)
→ . | -21 | -9[fluorescence artefact?] | 1 | -20 | 4 | -10 | -2.4 | -3
COc1ccccc1-n1nnnc1S(=O)(=O)Cc1ccc(Cl)cc1
→ . | . | -2 | -3 | -9 | 1 | -8 | . | -3
Cc1ccc(CC(=O)Nc2nc3ccccc3s2)cc1
→ -1 | -11[20 µM] | -2 | -5 | -14 | 18 | 3 | -0.64 | -15
Cn1ccnc1SCC(=O)N(C1CCCCC1)C1CCCCC1
→ 3 | -23 | -1 | 0 | -6 | 3 | -21 | 0.46 | -14
CCCc1cc(NC(=O)CCl)n(-c2ccccc2)n1
→ -16 | -6 | -3 | -2 | -3 | 2 | 1 | 0.46 | 6
Cc1ccc(C)c(S(=O)(=O)NC(CC(C)C)C(=O)O)c1 (centres undefined)
→ . | -15 | -5 | -3 | -3 | 8 | -6 | 5.6* | 5
Cc1ccc(CC(CC(=O)O)C(=O)NCc2ccccc2)cc1 (centres undefined)
→ -8 | -25 | -3 | -9 | -16 | 4 | -26 | -0.79 | -12
COC(=O)[C@@H](NC(=O)Nc1ccccc1F)C(C)C
→ 0 | -29 | 1 | -10 | -2 | -10 | -14 | -0.7 | 2
S=C(NCCN1CCOCC1)Nc1ccc(Cl)cc1
→ -5 | -13 | 7[fluorescence artefact?] | 20 | 3 | 5 | 47* | 0.2 | -1

Among those listed so far, these contain a Cl atom.
Below each SMILES – Rad51 HR inh | Furin inhibitor | 14-3-3 Bad inh | thrombin 1536 | p47phox inh | eIF4E 4G PPI | hK5 inh | Cl transport mod | EBV gp42 block
O=C(O)c1[nH]c2ccccc2c1C=NCc1ccccc1Cl
→ -5 | -19 | -7 | -5 | 0 | 5 | 5 | . | -12
O=S(=O)(Nc1cccnc1)c1ccc(Cl)cc1
→ 5 | -9[20 µM] | 1 | -1 | -4 | 4 | -8 | . | -13
CC1(C)C(=O)Nc2ccccc2N1C(=O)COC(=O)c1ccc(Cl)c(S(=O)(=O)NCc2ccccc2)c1
→ -7 | -6[20 µM] | -10 | -1 | -41 | -18 | -6 | . | -23
Cc1ccc(Cl)cc1NC(=S)N(Cc1cccs1)C1CCCC1
→ 0 | -20 | -10 | -2 | 7 | 1 | 1 | 0.82 | 4
COc1ccc(NC(=O)CNc2cccc(C#N)c2)cc1Cl
→ -9 | -10 | 9[fluorescence artefact?] | 0 | -13 | -5[fluorescence artefact?] | 3 | . | -17
CCOc1cc(C)c(Cl)cc1S(=O)(=O)n1nnc2ccccc21
→ -8 | 7[20 µM] | 5 | -6 | 1 | 0 | -3 | 0.033 | 7
COc1ccccc1-n1nnnc1S(=O)(=O)Cc1ccc(Cl)cc1
→ . | . | -2 | -3 | -9 | 1 | -8 | . | -3
CCCc1cc(NC(=O)CCl)n(-c2ccccc2)n1
→ -16 | -6 | -3 | -2 | -3 | 2 | 1 | 0.46 | 6
S=C(NCCN1CCOCC1)Nc1ccc(Cl)cc1
→ -5 | -13 | 7[fluorescence artefact?] | 20 | 3 | 5 | 47* | 0.2 | -1
